Abeta yeast res: compounds reversing amyloid beta toxicity in yeast. yeast expressing A-beta42, growth rescue, OD600, 48 h; response scale: 0% DMSO, 100% iron-clioquinol control. Potency, µM (highest dose often 46.1 µM), inactives show at the top dose growth rescue, hits mostly activators. 410,000 compounds, 0.063% hits. AID 1347071; note: potency is the fitted concentration of half-maximal effect; nearly all actives have a fitted effect of over 55% in size
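Growth rescue measured by 600 nm absorbance after 48 h yeast culture at 30 C with compound. Values normalized between DMSO and an equimolar ferric chloride plus clioquinol control.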
FUS yeast rescue: FUS proteinopathy suppression in yeast; Potency, µM (series often up to 76.6 µM), for the others: at the top dose growth rescue (activation), hits mostly activators; 390,000 compounds, 0.24% hits; S. cerevisiae FUS-expressing, growth rescue, OD600, 24 h;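 note: potency is the fitted concentration of half-maximal effect; plate controls were DMSO vehicle for no effect and reference control for full effect; nearly all actives have a fitted effect of over 55% in size; some results filed as inactive show a strong effect at the top dose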
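Quantitative HTS measuring growth restoration of FUS-toxic yeast. Galactose-induced cells (OD 0.005) were exposed 24hr at 30C to compounds at several concentrations, then absorbance at 600 nm was recorded.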
GLP-1R agonist: GLP-1 receptor (human) agonism | Potency, µM (highest dose often 45.6 µM), without a hit: at the top dose activation, most hits filed as activators | HEK293 GLP-1R CRE-luciferase, luminescence, 4-6 h; cells express a hypersensitive GLP-1R form | 380,000 compounds, 0.007% hits; note: potency is the fitted concentration of half-maximal effect; % of control where 0% means no effect
Target sequence (P43220 whole entry, looked up): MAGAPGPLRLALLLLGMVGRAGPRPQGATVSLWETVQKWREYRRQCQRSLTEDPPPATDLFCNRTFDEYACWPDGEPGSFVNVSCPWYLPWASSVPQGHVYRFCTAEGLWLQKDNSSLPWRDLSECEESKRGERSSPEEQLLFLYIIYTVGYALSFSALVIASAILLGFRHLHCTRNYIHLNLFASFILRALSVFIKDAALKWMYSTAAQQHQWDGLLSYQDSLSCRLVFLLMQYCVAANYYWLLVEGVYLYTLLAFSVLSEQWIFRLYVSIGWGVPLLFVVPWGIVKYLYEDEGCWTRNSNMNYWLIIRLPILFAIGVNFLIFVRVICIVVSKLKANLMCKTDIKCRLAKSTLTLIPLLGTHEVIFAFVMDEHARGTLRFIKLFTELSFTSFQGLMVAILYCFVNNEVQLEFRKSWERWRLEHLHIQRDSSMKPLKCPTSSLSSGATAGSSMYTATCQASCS
PTHR1 ag: agonists of human PTHR1 parathyroid hormone receptor; AID 743266; Potency, µM (highest dose often 115 µM), without a hit: at the highest dose activation, hits mostly activators; Q03431; HEK293 GP2 PTHR1 cells, GloSensor cAMP luminescence, 1 h; 410,000 compounds, 0.075% hits; note: potency is the fitted concentration of half-maximal effect; nearly all actives have a fitted effect of over 55% in size; some results filed as inactive show a strong effect at the top dose; inactives centre near -15; many of its hits are not listed in these tables
Target sequence (Q03431 whole entry, looked up): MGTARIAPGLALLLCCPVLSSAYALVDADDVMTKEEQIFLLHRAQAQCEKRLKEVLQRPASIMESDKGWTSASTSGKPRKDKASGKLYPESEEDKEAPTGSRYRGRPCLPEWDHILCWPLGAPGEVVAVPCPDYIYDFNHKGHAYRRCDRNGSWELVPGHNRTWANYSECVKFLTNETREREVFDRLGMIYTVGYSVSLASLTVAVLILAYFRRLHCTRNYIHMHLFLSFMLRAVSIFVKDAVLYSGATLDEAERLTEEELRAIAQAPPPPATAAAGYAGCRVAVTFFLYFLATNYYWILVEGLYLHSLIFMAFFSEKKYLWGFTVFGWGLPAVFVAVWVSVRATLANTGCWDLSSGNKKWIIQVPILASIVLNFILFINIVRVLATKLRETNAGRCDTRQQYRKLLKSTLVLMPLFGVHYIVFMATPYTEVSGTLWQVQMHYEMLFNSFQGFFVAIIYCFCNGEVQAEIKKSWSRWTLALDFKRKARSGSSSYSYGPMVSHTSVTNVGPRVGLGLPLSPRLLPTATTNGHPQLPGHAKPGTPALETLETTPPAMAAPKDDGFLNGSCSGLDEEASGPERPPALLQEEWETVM
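HEK-293-derived GP2 cells expressing PTHR1 and a GloSensor cAMP reporter, 3,000/well, plated overnight, given luciferin plus IBMX (each 0.5 mM as added) for 1 h at 37 °C, then compound for 1 h at 37 °C. Luminescence was read after 15 min at room temperature.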
aSyn rescue: rescues yeast growth from alpha-synuclein toxicity. Potency, µM (top dose mostly 46.1 µM), without a hit: at the top dose growth rescue (activation), most hits filed as activators. 370,000 compounds, 0.14% hits. Yeast expressing alpha-synuclein, growth rescue, BacTiter-Glo, 24 h; note: potency is the fitted concentration of half-maximal effect; % of control where 0% means no effect; nearly all actives have a fitted effect of over 65% in size
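Rescue of yeast growth: cells expressing toxic alpha-synuclein, induced in galactose at OD600 0.02, incubated with compound 24 h at 30 C. ATP luminescence quantified growth; inhibitors of toxicity appear as activators.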
GLP1R inv ag: inverse agonists of human GLP-1 receptor; HEK293 GLP-1R CRE-luciferase, luminescence, 24 h; GLP-1R form is constitutively active; Potency, µM (highest dose often 38.3 µM), without a hit: at the top dose activity change, negative = inhibition, actives largely listed as inhibitors; 410,000 compounds, 1.6% hits; AID 624417; P43220; note: potency is the fitted concentration of half-maximal effect; % is set by controls: 0 for no effect and ±100 for the full control effect; nearly all actives have a fitted effect of over 55% in size
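HEK293 cells stably co-expressing a cAMP-responsive luciferase reporter and constitutively active GLP-1R were seeded, incubated 12 h, then exposed to compounds for 24 h at 37 C. Luminescence was read 12 min after detection reagent; inverse agonists lower signal.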
TDP43 rescue: rescues yeast growth from TDP-43 toxicity | TDP-43 expressing yeast growth rescue, BacTiter-Glo, 24 h | Potency, µM (highest dose often 46.1 µM), for the others: top-dose growth rescue (activation), actives largely listed as activators | 410,000 compounds, 1.8% hits; note: potency is the fitted concentration of half-maximal effect; % of control where 0% means no effect; nearly all actives have a fitted effect of over 50% in size
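Readout is BacTiter-Glo luminescence of cell growth, so inhibitors register as activators. TDP-43-expressing yeast at OD600=0.02 in galactose medium, after raffinose pregrowth to mid-log, were incubated with compound for 24 hr at 30 deg C.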
Akt phos inh: blocks phosphorylation of Akt. Neuro2A IGF-stimulated pAkt S473 HTRF, 20 min; stronger effect = lower value. activity change, % for hits at 50 µM. 360,000 compounds, 0.32% hits; in the data active = activity change below about -80%; inconclusive = mostly about -51% to -80%; note: % is set by controls: 0 for no effect and ±100 for the full control effect
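Neuro2A cells in DMEM with 0.5% FBS, overnight at 37 deg C, given compound at single 50 µM final, then IGF (6 nM final) for 20 min at 37 deg C. Lysed; phospho-Akt Ser473 by HTRF after 24 h, 665/615 ratio.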
D3 antag: D3 dopamine receptor (human) antagonism. P35462. D3R cells, DiscoveRx beta-arrestin luminescence, antagonist mode; stronger effect = lower value. max response, negative = inhibition, %. 360,000 compounds, 2.5% hits; in the data active = max response below about -50%; inconclusive = no clear call, values can overlap the other calls; note: % is set by controls: 0 for no effect and ±100 for the full control effect; mostly tested at two doses, the higher about 12 µM
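Cells expressing the human receptor were seeded at 1500 cells/well, incubated overnight at 37 degrees C in 5% CO2, then exposed to library compounds with dopamine controls for 90 minutes at 37 degrees C before luminescent detection.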
Numbers without * were called inactive; i = inactive; u = inconclusive; x = not tested or not shown; & = joins results of further samples; [ ] = another dose, or the depositor's remark. Unless noted, calls come from the whole dose curve; as a rule, active = well fitted curve in the direction sought with a large enough effect; inconclusive = small, poorly fitted or top-dose-only effect, or another doubt; inactive = no such curve, though single readings can be large; an effect the other way counts as inactive or inconclusive. These rows are one share of the data; count on the stated rates, not on these rows.

No.	structure	Abeta yeast res	FUS yeast rescue	GLP-1R agonist	PTHR1 ag	aSyn rescue
1	COc1ccc(Nc2nc(C)nc3c2oc2ccccc23)cc1	0%	17%	12%	-23%	-25%
2	O=C(CS(=O)(=O)c1cccc(C(F)(F)F)c1)Nc1ccccc1Cl	17%	15%	-6%	-16%	3%
3	Cc1cccc(N(C)C(=O)CN(C)S(=O)(=O)c2ccc3c(c2)c(=O)n(C)c(=O)n3C)c1	-10%	0%	-3%	-22%	-1%
4	Cc1ccc(S(=O)(=O)NCc2ccncc2)cc1	-5%	u	5%	-26%[57.5 µM]	0%
5	COc1ccc(NC(=O)Cn2nc(C(=O)O)c3ccccc3c2=O)cc1S(=O)(=O)N1CCCCC1	9%	4%	12%	-22%	-9%
6	Fc1ccc(-c2nc3ccc(Br)cn3c2Cc2ccccc2)cc1	-24%	25%	17%	-11%	17%
7	COc1cccc(NC(=O)C(Sc2nnnn2C)c2ccccc2)c1 (stereo unspecified)	-5%	4%	4%	-10%	3%
8	O=C(NCc1ccc(F)c(F)c1)C1CCC(=O)N(CC2CCCCC2)C1 (stereo unspecified)	9%	x	10%	i	-5%
9	CC(C)(C)OC(=O)N1CC2(CCCCC2)CC1Cc1ccc(C(F)(F)F)cc1 (stereo unspecified)	-5%	-17%	-4%	-31%	0%
10	COC(=O)C(C(=O)NCC1CCCO1)C1CCCCCC1 (stereo unspecified)	16%	-21%	-6%	-1%	4%
11	CCc1nnc(NC(=O)CCC(=O)N2CCN(Cc3ccccc3)CC2)s1	12%	-2%	-7%	i	-4%
12	O=C1OCCC/C1=C\c1ccc2c(c1)OCO2	-5%	-12%	-9%	12%	-2%
13	COc1ccccc1NC(=O)C1CCCN(S(=O)(=O)c2ccc3c(c2)CC(C)N3C(C)=O)C1 (stereo unspecified)	3%	26%	14%	-27%	-1%
14	COc1ccc(NC(=O)c2c(F)c(F)c(F)c(F)c2F)cc1Cl	1%	-2%	-5%	i	-5%
15	CCCCn1c(N)c(N(CC(C)C)C(=O)c2oc3ccc(OC)cc3c2C)c(=O)[nH]c1=O	2%	21%	-2%	i	1%

No.	GLP1R inv ag	TDP43 rescue	Akt phos inh	D3 antag
1	7%	u	i	2
2	-6%	17%	i	-1
3	-6%	-24%	i	-8
4	20%	-17%	i	-11
5	3%	-6%	i	17
6	8.9µM*	35µM*	i	4
7	-13%	0%	i	2
8	1%	3%	i	6
9	1%	5%	i	-10
10	1%	7%	i	7
11	-1%	-13%	i	9
12	-10%	-15%	i	-1
13	3%	13%	i	5
14	-14%	18%	i	1
15	8%	13%	i	-17

(continued)
No.	structure	Abeta yeast res	FUS yeast rescue	GLP-1R agonist	PTHR1 ag	aSyn rescue
16	C[C@H](CO)N1C[C@H](C)[C@@H](CN(C)CC2CCCCC2)Oc2ccc(NC(=O)CCN3CCOCC3)cc2C1=O	1%	-1%	3%	-14%	-3%
17	Oc1ccc(-c2[nH]ncc2-c2ccc(Cl)cc2)c(O)c1	11%	u	-2%	i	9%
18	Cc1cccc(NC(=O)c2nc[nH]c2C(=O)NCCCCCCNC(=O)c2[nH]cnc2C(=O)Nc2cccc(C)c2)c1	-3%	-25%	-4%	-1%	3%
19	O=C(/C=C\c1ccccc1)Oc1cccc2cccnc12	-73%[inhibitor]	-16%	12%	u	-4%
20	COc1ccc(OC)c(C2=C/C(=C/c3ccccn3)C(=O)O2)c1	-16%	40%	6%	16%	-3%
21	Cc1cc(=O)[nH]c(N/N=C/c2ccc(F)cc2)n1	-13%	24%	-2%	i	-5%
22	Cn1nnc2cc(C(=O)Nc3ccc4ccccc4c3)ccc21	-9%	-2%	6%	-4%	-15%
23	CCOC(=O)c1c(NC(=O)CSc2nnc(Cc3ccccc3)o2)sc(C(C)=O)c1C	1%	26%	-1%	-68%[inhibitor][57.5 µM]	0%
24	COc1cc([N+](=O)[O-])cc(/C=N/NC(=O)c2cccnc2)c1O	-46%[inhibitor]	5%	-2%	8%	-3%
25	COc1ccc(CN(C)C(=O)c2cccc(C(=O)N(C)Cc3ccc(OC)cc3)c2)cc1	8%	5%	15%	-51%[inhibitor]	4%
26	Nc1nccc(-c2nn(-c3ccc(Cl)cc3)ccc2=O)n1	-2%	20%	-1%	i	6%
27	O=C(c1cccc(S(=O)(=O)Nc2ccccc2F)c1)N1CCN(c2ccccc2F)CC1	-5%	57%	1%	i	6%
28	COCCCNC(=O)C(C#N)c1nc2ccccc2nc1N1CCCC1 (stereo unspecified)	-12%	14%	15%	i	-10%
29	COc1ccc(C(C(=O)NC2CCCC2)N(C(=O)Cc2cccs2)C2CC2)cc1OC (stereo unspecified)	1%	5%	4%	i	6%
30	CCOC(=O)N1CCN(C(=O)C[C@@H]2C[C@@]3(C(=O)OCC)CCCC=C3N(Cc3ccco3)C2=O)CC1	-9%	19%	0%	3%	1%

No.	GLP1R inv ag	TDP43 rescue	Akt phos inh	D3 antag
16	13%	-1%	i	9
17	0%	8%	i	u
18	3%	25%	i	9
19	u	-6%	i	-59*
20	4%	-18%[9.22 µM]	i	-28
21	22%	-5%	i	-16
22	13%	11%	i	-7
23	0%	-8%	i	51
24	0%	u	i	u
25	u	20%	i	1
26	10%	6%	i	-3
27	-4%	-23%	i	-9
28	12%	-17%	i	1
29	-17%	-11%	i	2
30	7%	1%	i	19

Random excerpt: two records from the list.
No.	structure	Abeta yeast res	FUS yeast rescue	GLP-1R agonist	PTHR1 ag	aSyn rescue
17	Oc1ccc(-c2[nH]ncc2-c2ccc(Cl)cc2)c(O)c1	11%	u	-2%	i	9%
18	Cc1cccc(NC(=O)c2nc[nH]c2C(=O)NCCCCCCNC(=O)c2[nH]cnc2C(=O)Nc2cccc(C)c2)c1	-3%	-25%	-4%	-1%	3%

No.	GLP1R inv ag	TDP43 rescue	Akt phos inh	D3 antag
17	0%	8%	i	u
18	3%	25%	i	9

Next structures.
No.	structure	Abeta yeast res	FUS yeast rescue	GLP-1R agonist	PTHR1 ag	aSyn rescue
31	CCNC(=O)CSc1ncnc2sccc12	1%	18%	-2%	0%	4%
32	Cc1ccccc1C(=O)N/N=C1\SCC(=O)N1Cc1ccco1	5%	16%	8%	i	1%
33	CCOC(=O)c1c(C)[nH]c(CCC(=O)NC(C)c2ccccc2)c1C (stereo unspecified)	-1%	0%	x	i	x
34	COc1cc(-n2c(C)nc3cc(C(=O)N4CCOCC4)ccc32)cc(OC)c1OC	10%	-6%	2%	-10%[57.5 µM]	1%
35	Cc1cccc(NC(=O)c2ccc(N(C)C3CCCCC3)c([N+](=O)[O-])c2)n1	11%	x	1%	i	-25%
36	Cc1nn(CC(=O)NCCC2=CCCCC2)c(C)c1S(=O)(=O)N(C)C	13%	-7%	7%	-3%	2%
37	COc1ccc(N/C=C(\C#N)c2ccc(OCCCF)cc2)cc1	1%	12%	1%	-35%[inhibitor]	4%
38	Brc1ccc(-c2cc3c(N4CCN(c5ccccc5)CC4)nccn3n2)cc1	-9%	-27%	1%	-2%	x
39	Cn1nnc(NC(=S)NC(=O)c2ccc(-c3ccc(Br)cc3)o2)n1	19%	20%	-3%	i	3%
40	Cc1c(C(=O)NCc2ccccc2C(F)(F)F)sc(=O)n1Cc1ccc(S(=O)(=O)N(C)C)cc1	-18%	-9%	0%	i	-4%
41	COC(=O)CSc1ccc2nnc(CCNS(=O)(=O)c3ccccc3)n2n1	0%&-15%	-31%&-9%	16%	12%	6%
42	COc1ccc(Cl)cc1S(=O)(=O)N1CCN(C(=O)c2n[nH]c(=O)c3ccccc23)CC1	-1%	23%	-1%	-15%	-7%
43	Cc1ccccc1-c1nc2ccccc2c(=O)n1/N=C/c1ccccc1[N+](=O)[O-]	6%	-9%	0%	-3%	0%
44	O=C(Nc1ccccc1C(=O)O)c1ccc(NC(=O)C2CC2)cc1	-20%	x	-10%	-43%[inhibitor]	-13%
45	CCc1ccc(OCC(=O)NCc2ccco2)c(Br)c1	8%	6%	u	-15%[57.5 µM]	-3%

No.	GLP1R inv ag	TDP43 rescue	Akt phos inh	D3 antag
31	27%	7%	i	19
32	4%	-2%	i	13
33	17%	20%	x	x
34	26%	12%	-114%*	11
35	u	18%	i	10
36	-1%	3%	i	1
37	7%	19%	i	-11
38	3%	-11%	x	x
39	-7%	1%	i	-28
40	u	11%	i	1
41	-14%&1%	-5%&8%	i	16
42	-29%	-10%	i	2
43	u	11%	i	38
44	-3%	-34%[inhibitor]	i	54
45	-2%	13µM*	i	-16

3 entries already listed, ordered by the number in GLP-1R agonist, descending:
| item | SMILES | GLP-1R agonist | PTHR1 ag | Akt phos inh |
| --- | --- | --- | --- | --- |
| 32 | Cc1ccccc1C(=O)N/N=C1\SCC(=O)N1Cc1ccco1 | 8% | i | i |
| 36 | Cc1nn(CC(=O)NCCC2=CCCCC2)c(C)c1S(=O)(=O)N(C)C | 7% | -3% | i |
| 39 | Cn1nnc(NC(=S)NC(=O)c2ccc(-c3ccc(Br)cc3)o2)n1 | -3% | i | i |

(listing goes on)
No.	structure	Abeta yeast res	FUS yeast rescue	GLP-1R agonist	PTHR1 ag	aSyn rescue
46	Cc1nc2sc(C(c3ccco3)N3CCC(C)CC3)c(O)n2n1 (stereo unspecified)	-4%	-6%	1%	-1%	-1%
47	COc1cc(OC)cc(-c2nc(-c3cc4cc(C)ccc4nc3OC)no2)c1	-4%	-10%	-5%	i	0%
48	Cc1cccc(C)c1N1C(=O)c2cccc([N+](=O)[O-])c2C1=O	10%	x	-23%	-5%	2%
49	CCOC(=O)C1=C(CSc2nc3c(cc2C#N)CN(C)CC3)OC(N)=C(C#N)C1c1ccc(F)cc1 (stereo unspecified)	21%	u	-5%	i	12%

No.	GLP1R inv ag	TDP43 rescue	Akt phos inh	D3 antag
46	-14%	11%	i	1
47	-18%	-12%	i	-13
48	0%	u	i	-17
49	-1%	10%	i	-14
